Exocytosis inh – blocks lytic granule exocytosis. TALL-104 LAMP-1 surface exposure, flow cytometry; cells stimulated with thapsigargin and PMA. inhibition, % at 10 µM. 0.66% of 360,000 active. AID 651702;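 active = inhibition above about 55%, limit read from the data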
SRC2 inh – human SRC2 (NCOA2) inhibition; Q15596; HEK293 GAL4-SRC2 luciferase reporter, luminescence; inhibition, % at 9 µM; 0.17% of 370,000 active;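 active = inhibition above the mean inhibition of all tested compounds plus 3 SD, set per campaign, cut at about 52% in these data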;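 note: 0% = DMSO treated cells and 100% = cells given Gossypol at 36 µM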
NR2F2 inh – inhibitors of human COUP-TFII (NR2F2). P24468. 0.7% of 370,000 active. AID 686940. inhibition, % at 8.6 µM. HEK293T NGFI-A luciferase reporter, luminescence;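 active = inhibition above a per-plate cutoff, mean inhibition of test wells between control levels plus 3 SD, cut at about 38% in these data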;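 note: cells cotransfected with COUP-TFII expression vector driving the NGFI-A reporter; 0% = median of COUP-TF2 test wells and 100% = reporter-only cells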
NOD2-RIPK2 inh – NOD2-RIPK2 protein interaction inhibition; O43353; CHO BLA complementation NOD2-RIPK2, CCF4 ratio; inhibition, % at 4.98 µM; 0.38% of 360,000 active; in the data active = inhibition above about 21%;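 note: 0% = vehicle only and 100% = reference blocker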
NCOA1 inh – inhibits human SRC1 coactivator; inhibition, % at 3.6 µM; 0.12% of 360,000 active; AID 588354; HEK293 GAL4-SRC1 luciferase reporter, luminescence; Q15788;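 active = inhibition above the campaign mean plus 3 SD, with each screening campaign given its own cutoff, cut at about 60% in these data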;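 note: 0% = DMSO treated cells and 100% = gossypol at 36 µM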
Target sequence (Q15788 whole entry, looked up, the tested form may be a part): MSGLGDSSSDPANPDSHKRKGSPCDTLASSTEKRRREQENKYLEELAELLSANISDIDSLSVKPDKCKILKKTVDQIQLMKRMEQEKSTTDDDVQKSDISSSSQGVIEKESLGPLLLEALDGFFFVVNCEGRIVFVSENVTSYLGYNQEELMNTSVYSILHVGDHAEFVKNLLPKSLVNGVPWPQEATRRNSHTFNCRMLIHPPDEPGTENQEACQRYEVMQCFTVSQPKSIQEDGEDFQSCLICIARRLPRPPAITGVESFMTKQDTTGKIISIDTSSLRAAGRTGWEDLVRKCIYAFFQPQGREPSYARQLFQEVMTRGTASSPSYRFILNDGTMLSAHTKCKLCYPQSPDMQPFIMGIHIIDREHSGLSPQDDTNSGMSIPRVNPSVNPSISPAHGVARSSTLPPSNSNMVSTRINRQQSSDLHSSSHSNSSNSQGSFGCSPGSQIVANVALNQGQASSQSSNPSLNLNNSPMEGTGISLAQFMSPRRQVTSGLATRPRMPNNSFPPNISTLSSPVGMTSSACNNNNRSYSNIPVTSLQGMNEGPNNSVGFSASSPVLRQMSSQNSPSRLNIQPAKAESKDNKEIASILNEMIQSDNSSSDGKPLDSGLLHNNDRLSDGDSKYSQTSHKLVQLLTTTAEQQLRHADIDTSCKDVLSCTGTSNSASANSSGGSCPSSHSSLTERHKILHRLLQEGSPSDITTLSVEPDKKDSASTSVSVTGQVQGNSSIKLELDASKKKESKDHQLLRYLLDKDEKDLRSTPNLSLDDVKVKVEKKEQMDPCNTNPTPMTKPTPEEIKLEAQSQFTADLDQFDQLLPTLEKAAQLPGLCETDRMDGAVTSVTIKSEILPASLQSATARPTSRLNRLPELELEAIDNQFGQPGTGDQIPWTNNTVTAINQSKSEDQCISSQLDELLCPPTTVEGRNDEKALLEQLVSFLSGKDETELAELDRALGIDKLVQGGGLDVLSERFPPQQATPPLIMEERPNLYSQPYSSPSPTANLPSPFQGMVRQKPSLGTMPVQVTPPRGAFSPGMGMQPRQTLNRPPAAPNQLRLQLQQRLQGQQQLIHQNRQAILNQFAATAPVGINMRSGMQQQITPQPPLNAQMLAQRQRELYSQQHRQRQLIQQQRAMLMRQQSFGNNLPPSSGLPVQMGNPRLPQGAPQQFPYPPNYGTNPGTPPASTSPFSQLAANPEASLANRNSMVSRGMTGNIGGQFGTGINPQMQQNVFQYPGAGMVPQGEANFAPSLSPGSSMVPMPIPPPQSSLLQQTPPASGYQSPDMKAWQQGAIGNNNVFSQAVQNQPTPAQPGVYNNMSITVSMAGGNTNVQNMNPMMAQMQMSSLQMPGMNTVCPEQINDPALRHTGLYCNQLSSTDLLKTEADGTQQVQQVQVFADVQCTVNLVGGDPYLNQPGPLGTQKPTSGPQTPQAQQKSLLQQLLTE
TROY signal inh – blocks TROY-dependent signaling in reporter cells; Q293 LMP1-TROYcd NF-kB luciferase reporter, 4 h; inhibition, % at 10 µM; 0.98% of 360,000 active; AID 1347056;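 active = compounds whose plate-normalised and pattern-corrected inhibition of the luciferase reporter signal at the single screening dose is 50% or more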
NR5A2 inv ag – NR5A2 inverse agonism in reporter assay | 0.13% of 360,000 active | AID 602396 | inhibition, % at 3.6 µM | HEK293T StAR-luciferase reporter, LRH-1 transfected, 24 h;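 active = inhibition above the mean inhibition of all tested compounds plus 3 SD, cut at about 73% in these data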;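 note: 0% = DMSO wells and 100% = reporter-only cells lacking LRH-1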
ABHD5-PLIN5 inh – blocks binding of human ABHD5 to perilipin-5 | Split G. princeps luciferase complementation, luminescence, 4 h | inhibition, % at 4 µM | 0.78% of 360,000 active | AID 602281;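 active = inhibition above the mean inhibition across every tested compound plus 3 SD, cut at about 22% in these data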;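 note: 0% = DMSO only wells and the 100% control is not disclosed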
SRC3 inh – inhibits human SRC3 coactivator | HEK293 GAL4-SRC3 luciferase reporter, luminescence | inhibition, % at 3.6 µM | 0.17% of 360,000 active | AID 588352;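 active = inhibition above a per-campaign cutoff, the mean of all compounds plus 3 SD, cut at about 60% in these data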;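 note: 0% = DMSO-treated cells and 100% = gossypol-treated cells at 36 µM; higher means less SRC3-driven luciferase light from the GAL4 reporter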
TLR9-MyD88 inh – blocks human TLR9 binding to MyD88; Q9NR96+Q99836; CHO BLA complementation TLR9-MyD88, CCF4 FRET ratio; inhibition, % at 4.98 µM; 0.21% of 340,000 active;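 active = inhibition above the mean over all tested compounds plus 3 SD, cut at about 21% in these data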;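 note: 0% = DMSO only wells and 100% = clavulanate BLA inhibitor control wells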
TWEAK-Fn14 inh – blocks TWEAK-Fn14 interaction in a reporter cell assay. TWEAK-stimulated Fn14 reporter cells, luciferase luminescence, 8 h. inhibition, % at 10 µM. 2% of 360,000 active. AID 1159606; in the data active = inhibition above about 50%
Numbers without * were called inactive; x = no result given. This is a subset. The share of hits here may be higher or lower than overall.

SMILES	Exocytosis inh	SRC2 inh	NR2F2 inh	NOD2-RIPK2 inh	NCOA1 inh	TROY signal inh	NR5A2 inv ag	ABHD5-PLIN5 inh	SRC3 inh	TLR9-MyD88 inh	TWEAK-Fn14 inh
CC(=O)c1ccc(NC(=O)CN2C(=O)NC(C)(c3ccc4c(c3)OCCO4)C2=O)cc1 (stereo not given)	-10	-12	-16	10	-4	-1	13	10	5	-10	9
COc1ccc(/C=N/Nc2ccccn2)cc1OC	-2	-42	-40	-3	-55	-22	-55	-3	-52	x	-33
COc1ccc(NC(=O)c2ccc(NCCN3C(=O)CCC3=O)c([N+](=O)[O-])c2)cc1	0	9	-6	-3	-16	16	-13	-4	0	-1	0
CC1CCN(S(=O)(=O)c2ccc3c(c2)N(CC(=O)NCCCN2C(C)CCCC2C)C(=O)CO3)CC1 (stereo not given)	0	7	4	-10	-15	-4	-2	4	-18	2	4
Cc1nc(NC(=O)/C=C/c2ccc(Cl)cc2Cl)sc1C(=O)N(C)C	19	-13	0	2	-35	-36	-23	-1	10	6	38
CCC(=O)c1ccc(OCC(=O)Nc2ccc3c(c2)OCCO3)cc1	-11	-15	-23	-2	-50	-51	-70	13	-67	0	13
Cc1ccc(NCC(=O)Nc2cccc(S(=O)(=O)N(C)C)c2)c(Cl)c1	-2	7	-21	-1	14	2	-10	-2	12	0	9
CC(C(=O)NC(N)=O)N1C(=O)NC(c2ccccc2)(c2ccccc2)C1=O (stereo not given)	5	-8	-4	-2	-14	7	2	3	-6	-5	27
COc1cccc(C2C(C#N)=C(N)N(N(C)C)C3=C2C(=O)CC(C)(C)C3)c1OC (stereo not given)	2	-3	4	-5	-9	-9	-9	-3	-1	-9	16
O=C(N/N=C/C1CC2CCC1C2)C1CC1 (stereo not given)	9	-14	-12	0	-3	1	-28	-4	6	0	-2
Clc1ccc(/C=N/N2CCCCC2)cc1	2	14	-13	2	2	-33	2	-4	-13	2	-22
CC(C)OP(=O)(c1ccc(N(C)C)cc1)C(Nc1ccccc1)c1ccccc1 (stereo not given)	7	-5	0	1	-24	-10	14	5	-1	6	-6
O=C(CN1CCN(c2ccc(Cl)cc2)CC1)NCc1cccs1	-10	6	-9	2	-6	0	9	-2	-8	7	-4
CCc1nc(SCC(=O)Nc2ccc3c(c2)OCCO3)c2oc3ccccc3c2n1	8	-24	-6	6	19	-10	9	10	6	7	-75
CCN1CCN(C(=O)C2CCC(=O)N(CCCN3CCCC3=O)C2)CC1 (stereo not given)	-11	-22	-16	-3	-4	-15	6	1	-8	-2	-4
Cc1cccc(C)c1NC(=O)C1c2ccccc2OCC(=O)N1C1CC1 (stereo not given)	-2	-16	-1	0	x	1	-15	-10	x	x	-13
CC(=O)N1c2ccccc2C(=O)C1N(C)c1ccc(C)cc1 (stereo not given)	-2	-35	-13	-7	-34	-24	-5	-1	-6	-4	43
CSc1ccc(CN2CCC2(C)C(=O)Nc2ccc3c(c2)OCO3)cc1 (stereo not given)	-5	-21	1	3	-29	-25	-6	-11	-7	x	-15
Cc1cc(N2CCC(C)CC2)nc2cccc(O)c12	3	-32	-6	6	-26	-11	-16	2	-40	-7	-1
Nn1cnnc1SCC(=O)Nc1ccc(C2CCCCC2)cc1	4	-6	-8	-11	-38	-65	-40	3	-41	-14	-31
C[C@]12CC[C@@H]3c4ccc(O[C@@H]5O[C@H](C(=O)O)[C@@H](O)[C@H](O)[C@H]5O)cc4CC[C@H]3[C@@H]1C[C@@H](O)[C@@H]2O	5	-13	-2	-12	7	-7	-3	3	6	-4	4
CS(=O)(=O)N(Cc1ccc(C(=O)NCc2ccco2)cc1)c1ccccc1	0	0	-6	-5	-2	9	-4	2	19	-2	-4
CCOc1ccc(NC(=O)CCC(=O)c2ccc(F)cc2)cc1	1	5	11	5	-4	5	2	0	-13	5	5
COc1ccc(C(C(=O)NC(C)(C)C)N(Cc2ccc(C)cc2)C(=O)CCC(=O)Nc2cc(C)on2)cc1 (stereo not given)	1	4	1	-11	23	-8	7	-3	20	3	-3
COc1ccc(CN2C(=O)CSC2c2ccccn2)cc1 (stereo not given)	-2	8	9	-6	-10	-3	11	0	16	4	-6

Part of the list above in another layout.
> Cc1ccc(NCC(=O)Nc2cccc(S(=O)(=O)N(C)C)c2)c(Cl)c1
  Exocytosis inh: -2
  SRC2 inh: 7
  NR2F2 inh: -21
  NOD2-RIPK2 inh: -1
  NCOA1 inh: 14
  TROY signal inh: 2
  NR5A2 inv ag: -10
  ABHD5-PLIN5 inh: -2
  SRC3 inh: 12
  TLR9-MyD88 inh: 0
  TWEAK-Fn14 inh: 9

> CSc1ccc(CN2CCC2(C)C(=O)Nc2ccc3c(c2)OCO3)cc1 (stereo not given)
  Exocytosis inh: -5
  SRC2 inh: -21
  NR2F2 inh: 1
  NOD2-RIPK2 inh: 3
  NCOA1 inh: -29
  TROY signal inh: -25
  NR5A2 inv ag: -6
  ABHD5-PLIN5 inh: -11
  SRC3 inh: -7
  TLR9-MyD88 inh: x
  TWEAK-Fn14 inh: -15

Additional entries
SMILES	Exocytosis inh	SRC2 inh	NR2F2 inh	NOD2-RIPK2 inh	NCOA1 inh	TROY signal inh	NR5A2 inv ag	ABHD5-PLIN5 inh	SRC3 inh	TLR9-MyD88 inh	TWEAK-Fn14 inh
CCOC(=O)c1c(NC(=O)CC)sc2c1CCN(Cc1ccccc1)C2	2	-19	9	-10	2	3	-9	-3	0	-4	-4
CC(/C=N/NC(=O)c1cccc([N+](=O)[O-])c1)=C\c1ccccc1	-2	-13	-21	-3	-32	-57	3	-4	-12	10	-15
CCOC(=O)c1ccccc1NC(=O)Cc1ccc(OC)c(S(=O)(=O)N2CCOCC2)c1	-16	24	-19	9	0	-32	1	6	15	-7	-12
Cc1ccc(-c2nnc(Nc3ccc4c(c3)OCO4)c3ccccc23)cc1S(=O)(=O)NC(C)C	6	-9	-5	-12	-10	-4	3	6	15	-7	17
O=[N+]([O-])c1ccc(OCc2cnc(Cl)s2)c([N+](=O)[O-])c1	-1	-15	-7	-4	-52	-35	-25	1	-27	1	-14
O=C(Nc1cccc(-c2cn3ccccc3n2)c1)C1CC1	-2	-37	-17	-6	-17	-64	-18	2	-37	3	-17
COc1cccc(/C=N/NC(=O)CO/N=C(\C)c2cccs2)c1OC	4	10	-9	0	-15	-3	-10	3	27	3	2
Cc1cc(Cl)c(OCCN2C(=O)NC(C)(C)C2=O)c(Br)c1	0	-19	10	2	3	-14	-14	-9	-3	3	-8
NC(CCc1ccccc1)c1csc(NC(=O)Nc2cccc(C(F)(F)F)c2)n1 (stereo not given)	49	-12	4	9	15	-3	5	-6	5	x	20
COCCNC(=O)C(=O)NNC(=O)COc1ccc(OC)cc1	-10	6	-8	-8	6	12	-8	3	11	-6	10
C/C(=C\COc1ccc2ccc(=O)oc2c1)CC[C@@H](O)C(C)(C)O	-10	-22	-17	3	-23	-44	5	0	-18	7	-13
CN(CCc1ccccn1)C(=O)CCC1CCCN(Cc2ccccc2OC(F)F)C1 (stereo not given)	11	0	3	4	0	7	18	-2	-3	-7	-9
Cc1ccc(NC(=O)OC(C)CNC(=O)Oc2cccc(C)c2)cc1 (stereo not given)	-1	-31	-30	-15	-48	-3	-45	-1	-40	0	-11
CCCCSCCCNC(=O)c1ccc(CS(=O)(=O)c2ccccc2OC)o1	94*	-25	9	-2	-3	-11	3	-1	0	5	10
O=C(Nc1ncccn1)c1ccc([N+](=O)[O-])cc1[N+](=O)[O-]	1	8	6	0	2	-10	4	-6	-11	-1	3
Cc1ccccc1-n1nnnc1SCc1csc(-c2ccccc2)n1	-9	-28	0	-13	-17	-4	1	-4	-6	4	2
O=C(CN1CCOCC1)NNc1c2ccccc2nc2ccccc12	2	9	1	0	2	-20	-13	6	-6	0	-3
O=C(CNC(=O)C12CC3CC(CC(C3)C1)C2)N1CCCC(C(F)(F)F)C1 (stereo not given)	-11	-18	-5	6	6	7	-9	-2	14	3	10
COCCCn1c(=O)c2sccc2n2c(CCCC(=O)NCC3CCCO3)nnc12 (stereo not given)	-3	-12	8	5	-1	-12	-7	-2	-2	2	-2
CCn1c(SCC(=O)NC2CCCC2)nnc1C(C)NC(=O)c1ccccc1Br (stereo not given)	-7	-16	4	1	19	5	-9	-10	-14	-2	-5
CCc1nnc(NC(=O)CSc2nc(SC)ns2)s1	-3	2	-5	0	6	13	-8	1	-2	-15	8
COc1ccc2sc3ccccc3c(=O)c2c1OC	0	-10	-17	-5	-19	x	-14	4	-3	-3	1
CCCOP(=O)(OCCC)c1nc(-c2ccccc2)oc1NCc1ccccc1	0	8	-6	2	1	-7	3	-1	8	-11	-14
CC(C)C[C@H]1COc2cccc(N3CCC[C@H]3CO)c2S(=O)(=O)N1	-6	-30	-12	-7	x	16	12	3	x	x	6
CCOC(=O)c1nn(-c2ccc(Cl)cc2)c2nc(CC)c(C#N)c(=O)n12	-2	11	7	-1	10	13	22	3	10	3	0
SMILES	Exocytosis inh	SRC2 inh	NR2F2 inh	NOD2-RIPK2 inh	NCOA1 inh	TROY signal inh	NR5A2 inv ag	ABHD5-PLIN5 inh	SRC3 inh	TLR9-MyD88 inh	TWEAK-Fn14 inh
CCN(CC)c1ccc(C2=NNC(=O)CC2C)cc1[N+](=O)[O-] (stereo not given)	0	3	-31	-4	0	2	41	-1	2	6	-17
Cn1c(=O)n(CCO)c(=O)c2c1nc(Br)n2Cc1ccccc1	-2	-13	14	0	11	20	5	-1	4	-1	16
Cc1cccc(-n2c(-c3ccncc3)n[nH]c2=S)c1	3	0	0	-4	-12	2	-7	4	3	-4	-8
CSc1ccc(/C=C/C(=O)c2ccc(NC(=O)C(C)C)cc2)cc1	-3	27	2	0	11	-16	-22	23*	7	2	3
Cc1ccc(C(=O)NNC2CC(=O)N(c3ccc4c(c3)OCCO4)C2=O)cc1 (stereo not given)	-2	3	7	-3	-8	19	-14	-8	0	-6	-11
O=C(c1nc2ccccc2[nH]1)c1ccccc1[N+](=O)[O-]	22	-24	-20	5	-21	-23	-12	-3	-15	-4	-12
CCCCn1c(N)c(-c2nc3ccccc3o2)c2c([N+](=O)[O-])nn(C)c(=O)c21	0	-21	5	-8	1	-15	0	-4	18	-10	-46
COc1ccc(S(=O)(=O)Nc2cccc(S(=O)(=O)N3CCCC3)c2)cc1OC	4	8	-5	1	-8	0	2	4	15	0	-9
CC(NC(=O)c1ccco1)c1ccc(-n2ccnc2)cc1 (stereo not given)	12	-1	5	0	-9	16	-12	0	0	-9	0
O=C(COC(=O)c1cccc(F)c1)Nc1ccc(Cl)cn1	-2	-9	5	2	-15	-18	-7	-2	7	-8	-10
COCCCN1C(=O)C(CC(=O)NCCCN(C)C)CC(C(=O)N(C(C)C)C(C)C)=C1C (stereo not given)	3	0	3	-5	-3	0	4	5	-17	x	7
CCOC(=O)C1=C(N)OC2=C(C(=O)CC(C)C2)C1c1cccnc1 (stereo not given)	7	-11	3	0	5	13	11	4	0	-10	16
CCOCCCNC(=O)c1ccc(CS(=O)(=O)c2cccc(C(F)(F)F)c2)o1	-6	-6	1	-15	-27	-4	4	9	10	-5	0
OCC(O)C1OC(c2ccco2)OC(CO)C1O (stereo not given)	-3	5	12	-3	4	-6	14	6	7	-4	27
CC(=O)NC12CC3CC(C1)CC(C(=O)OCC(=O)Nc1c(F)cccc1F)(C3)C2	1	-8	6	-6	-7	7	2	-4	2	-5	-14
N#CCSc1nnc(Cc2cccc3ccccc23)n1C1CCCCC1	0	-16	18	3	-1	-4	-27	6	6	-9	4
Cc1c(C(=O)Nc2ccncc2)oc2ccccc12	-1	-17	-6	-2	-40	-26	-30	5	-28	-3	13

Screening data deposited in PubChem by several laboratories.
